EIF4E inhibitors – eIF4E expression suppression, luciferase knock-in reporter – cell-based, HT1080, primary screen (AID 1224817); HT1080 EIF4E-luc2 knock-in reporter, luciferase, 16 h; active compounds read low; hit rate 1% among 2,000; log2 luciferase activity ratio at 2.5 µM;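 active = log2 luciferase ratio at or below -0.5849, meaning signal at two thirds of solvent-only control or lower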;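 also: luciferase reports endogenous eIF4E expression since it is co-expressed from the native EIF4E locus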
An asterisk follows results filed as active; & = joins results of further samples.

smiles	EIF4E inhibitors
CC(C)(CN)SCc1ccccc1	-0.16
Cn1cnc([N+](=O)[O-])c1[Se]c1nc(N)nc2c1ncn2C1OC(CO)C(O)C1O (centres undefined)	0.31
O=C1c2ccccc2C(=O)N1CCCSc1ccccc1	0.41
CN(C)Cc1ccc(O)c(CN(C)C)n1	-0.022
C[N+](C)(N)Cc1nc(-c2ccc(Cl)cc2)no1	1.3
Cc1[nH]c2ccccc2c1-c1cc(-c2cc(-c3c(C)[nH]c4ccccc34)nc(N)n2)nc(N)n1	0.045
O=C(O)CCC(C(=O)O)N1C(=O)C2C3CCC(C3)C2C1=O (centres undefined)	-0.078
Nc1nc(=O)c2[nH]cnc2n1O	0.25
c1ccc2cc(NCNc3ccc4ccccc4c3)ccc2c1	0.56
Nc1ccc(N=Nc2ccc(-c3ccc(O)cc3)cc2)c2ccc(S(=O)(=O)O)cc12	0.25
OCCCNCc1ccccn1	-0.35
C/C(=N\NC(=O)c1ccncc1)c1ccc2ccccc2c1O	-0.057
CC1CCN(CC(=O)N2c3ccccc3Sc3cc4ccccc4cc32)CC1	0.0063
CC(=O)c1c(O)c(C)c(O)c(Cc2c(O)c3c(c(C(=O)/C=C/c4ccccc4)c2O)OC(C)(C)C=C3)c1O	-1.2*
N=c1ncn(C/C=C/c2ccccc2)c2nc[nH]c12	0.29
Nc1ncnc2c1nc(-c1ccccc1)n2C1OC(CO)C(O)C1O (centres undefined)	0.34
CN(CC(=O)O)Cc1oc(CO)cc(=O)c1O	0.054
O=C(O)c1cccc(S(=O)(=O)NCCO)c1	-0.37
Clc1cccc(Cl)c1C(Nc1nncs1)Nc1nncs1	0.2
CC(C)Oc1cc(O)c2c(c1)OCC=C2CCC(=O)O	-0.18

A portion of the results above, as a working copy:
smiles	EIF4E inhibitors
CN(C)Cc1ccc(O)c(CN(C)C)n1	-0.022
C[N+](C)(N)Cc1nc(-c2ccc(Cl)cc2)no1	1.3
Cc1[nH]c2ccccc2c1-c1cc(-c2cc(-c3c(C)[nH]c4ccccc34)nc(N)n2)nc(N)n1	0.045
O=C(O)CCC(C(=O)O)N1C(=O)C2C3CCC(C3)C2C1=O (centres undefined)	-0.078
Nc1nc(=O)c2[nH]cnc2n1O	0.25
c1ccc2cc(NCNc3ccc4ccccc4c3)ccc2c1	0.56

A different layout for some results above.
> O=C(O)c1cccc(S(=O)(=O)NCCO)c1
  EIF4E inhibitors = -0.37

> Clc1cccc(Cl)c1C(Nc1nncs1)Nc1nncs1
  EIF4E inhibitors = 0.2

Continued:
smiles	EIF4E inhibitors
O=C(O)C(CCc1ccccc1)N1C(=O)c2ccccc2C1=O (centres undefined)	0.21
C/C(=N\NC(=O)c1ccncc1)c1ccccc1Cl	0.5
Cc1ncc(CSC(=N)N)n1Cc1ccccc1	0.21
O=C(O)CCSCc1ccccc1	0.13
O=c1ccc2nc3ccc(O)cc3oc-2c1	-0.21
O=C(O)CCSC1=NCCN1	-0.28
CN(C)CCCC1c2ccccc2Oc2ccc(C(F)(F)F)cc21 (centres undefined)	-0.065
COc1ccc(NCc2c(O)ccc3ccccc23)cc1	-0.088
O=C(O)C(Cc1ccccc1-c1ccccc1)C(=O)O	0.0049
C[C@]12CCC3=NCCN3C1=CC[C@@H]1[C@@H]2CC[C@@]2(C)[C@H]1CC[C@]2(C)O	-0.4
O=C1c2ccccc2C(=O)c2c1ccc(C1C(=O)c3ccccc3C1=O)c2-c1c(C2C(=O)c3ccccc3C2=O)ccc2c1C(=O)c1ccccc1C2=O	-0.0062
Cc1nc2ccccc2nc1-c1ccc(N=[N+]([O-])c2ccc(-c3nc4ccccc4nc3C)cc2)cc1	-0.035
Cc1cc2c(=O)[nH]c(N)nc2nc1C	-0.033
CCc1oc2ccccc2c1C(=O)c1cc(Br)c(O)c(Br)c1	0.1
Cc1c(Cl)cccc1NC(=O)CC1Sc2ccccc2NC1=O (centres undefined)	0.16
N#Cc1c(NC(=O)CCC(=O)O)ccc2ccccc12	-0.043
CC(CS(=O)(=O)Cc1ccccc1)C(N)=O (centres undefined)	0.032
[O-][N+](CCO)(CCO)c1ncnc2nc[nH]c12	0.012
S=c1c2[nH]cnc2ncn1CCSC1=NC=NC2=NC=NC21 (centres undefined)	-0.15
CC1/C=C/C=C/CC/C=C/C=C/C=C/C=C/C(OC2OC(C)C(O)C(N)C2O)CC2OC(CC(O)C(O)CCC(O)CC(O)CC(O)CC(=O)OC(C)C(C)C1O)CC(O)C2C(=O)O (centres undefined)	-0.056&-0.095

An excerpt of these results, field by field.
canonical_smiles: Cc1nc2ccccc2nc1-c1ccc(N=[N+]([O-])c2ccc(-c3nc4ccccc4nc3C)cc2)cc1
  EIF4E inhibitors: -0.035
canonical_smiles: [O-][N+](CCO)(CCO)c1ncnc2nc[nH]c12
  EIF4E inhibitors: 0.012

Going on with the list.
mol | EIF4E inhibitors
CCN(CC)CC[n+]1ccc2c(C)c3[nH]c4ccc(O)cc4c3c(C)c2c1 | 0.03
COc1ccc(C(Nc2ccccn2)c2cc(C(C)(C)C)cc(C(C)(C)C)c2O)cc1 (centres undefined) | 0.16
CN(C)CCCc1cccnc1 | 0.19
CC1(C)CCCC2(C)C3=C(CCC12)C(=O)OC3 (centres undefined) | 0.057
O=P(O)(O)CCP(=O)(O)O | 0.051
O=C(O)C1CSC2(CCCN(Cc3ccccc3)C2)N1 (centres undefined) | -0.13
CC(CN(C)C)C(=O)c1ccccc1C(=O)O (centres undefined) | -0.17
O=NN(Cc1ccc(Cl)cc1)C(C(=O)O)c1ccccc1 (centres undefined) | 0.27
O=C(O)CSc1cc(-c2ccccc2)nc2ccccc12 | -0.034
CC1CCCC(CC(=O)O)(CC(=O)O)C1 (centres undefined) | 0.27
CCCC1c2c(ccc3ccccc23)Oc2ccc3ccccc3c21 | -0.22
Nc1cc(S(=O)(=O)O)cc2ccc(S(=O)(=O)O)cc12 | -0.0031
NC(N)=NCC1CCCCCCN1 (centres undefined) | 0.0089
FC(F)(F)c1nc(SCc2ccc(Cl)cc2)n[nH]1 | 0.47
N=C(N)n1cc(/C=N/N=C(N)N)cn1 | 0.51

Sorted by SMILES length (falling): some entries from above.
mol | EIF4E inhibitors
Nc1cc(S(=O)(=O)O)cc2ccc(S(=O)(=O)O)cc12 | -0.0031
CCCC1c2c(ccc3ccccc23)Oc2ccc3ccccc3c21 | -0.22
NC(N)=NCC1CCCCCCN1 (centres undefined) | 0.0089

This is a subset (hit frequency here may not be typical).
